Screening data from PubChem.
Yeast superoxide: yeast age-related superoxide inhibition as caloric restriction mimetic; 330,000 compounds, 0.18% hits; AID 2690; S. cerevisiae aged cells, superoxide DHE fluorescence; hits give low values; superoxide response (% of plate mean), % at 10 µM;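 active = superoxide response under a set limit, about three screen SD below normal, cut at about 65% in these data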;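 note: yeast aged for seven days with compound at 30 °C before DHE staining; 100% = average MFI of all compound-treated wells on the plate with controls excluded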
ZTA DNA inh: ZTA (EBV) inhibition in EBNA-1 counter-screen; inhibition, % at 11 µM; ZTA-DNA binding, fluorescence polarization; 320,000 compounds, 0.15% hits; P03206; in the data active = inhibition above about 33%
Target sequence (P03206 whole entry, looked up): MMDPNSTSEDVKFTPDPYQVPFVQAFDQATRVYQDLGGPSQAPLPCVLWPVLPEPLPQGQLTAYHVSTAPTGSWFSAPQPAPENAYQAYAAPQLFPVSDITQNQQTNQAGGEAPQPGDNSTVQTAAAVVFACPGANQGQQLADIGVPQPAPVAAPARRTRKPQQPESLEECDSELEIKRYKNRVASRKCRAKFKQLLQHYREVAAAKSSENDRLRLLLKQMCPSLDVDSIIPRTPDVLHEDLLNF
Fh CTSL1 inh: counter-screen for PFM18AAP inhibitors: inhibitors of F. hepatica cathepsin L1. recombinant F. hepatica cathepsin L1, Z-Leu-Arg-MCA fluorescence. inhibition, % at 5.96 µM. 300,000 compounds, 0.49% hits. AID 1906;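 active = inhibition above the mean of all tested compounds plus 3 SD, set per screening campaign, cut at about 17% in these data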;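 note: 0% = plate median of test compound wells and 100% = 1 µM Z-Phe-Ala-diazomethylketone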
PP5 inh: blocks human protein phosphatase 5 activity; purified PP5c, OMFP substrate fluorescence; P53041; inhibition, % at 6.7 µM; 320,000 compounds, 0.18% hits;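 active = inhibition above the campaign's mean inhibition across all tested compounds plus 3 SD, cut at about 9.5% in these data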;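 note: 0% = DMSO only and 100% = 100 µM cantharidin control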
TPT1 inhibitor: blocks Candida albicans tRNA 2'-phosphotransferase. recombinant caTPT1, FP RNA substrate dephosphorylation. inhibition, % at 5 µM. 300,000 compounds, 0.81% hits;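 active = inhibition above the mean of all tested compounds plus 3 SD, set per screening campaign, cut at about 24% in these data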;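 note: plate controls were DMSO alone for no effect and ferristatin control at 100 nM for full effect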
EBNA-1 inh: blocks EBNA-1 binding to DNA; EBNA-1 DNA binding, fluorescence polarization; inhibition, % at 14.8 µM; 300,000 compounds, 0.34% hits; in the data active = inhibition above about 28%
PP1 counter: blocks human PP1-alpha phosphatase, a PP5 counter-screen | P62136 | inhibition, % at 6.7 µM | 320,000 compounds, 0.9% hits | purified PP1alpha, OMFP fluorescence;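 active = inhibition above the mean inhibition of all tested compounds plus 3 SD, computed separately for each screening campaign, cut at about 15% in these data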
Target sequence (P62136 whole entry, looked up): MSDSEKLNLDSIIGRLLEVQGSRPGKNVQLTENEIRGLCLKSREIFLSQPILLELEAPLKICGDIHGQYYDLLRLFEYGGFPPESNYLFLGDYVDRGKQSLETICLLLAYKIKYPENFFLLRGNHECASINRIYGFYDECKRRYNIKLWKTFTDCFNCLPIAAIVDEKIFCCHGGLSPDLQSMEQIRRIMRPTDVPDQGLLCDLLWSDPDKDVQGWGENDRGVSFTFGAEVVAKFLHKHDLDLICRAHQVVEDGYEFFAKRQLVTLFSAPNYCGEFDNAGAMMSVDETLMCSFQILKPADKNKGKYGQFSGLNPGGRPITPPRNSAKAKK
GASC-1 inh: blocks human GASC-1 demethylase activity. Q9H3R0. GST-JMJD2C(1-420) H3K9me3 demethylation, DELFIA europium. inhibition, % at 2.35 µM. 330,000 compounds, 0.069% hits;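 active = more than half of a compound's replicate wells show inhibition beyond 50%, single wells judged on their own value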;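 note: signal counts dimethyl H3K9 product captured on neutravidin plate; 0% = median of DMSO wells and 100% = 0.3 times that DMSO median; strong numbers were not always called active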
Target sequence (Q9H3R0 1-420 limits assumed): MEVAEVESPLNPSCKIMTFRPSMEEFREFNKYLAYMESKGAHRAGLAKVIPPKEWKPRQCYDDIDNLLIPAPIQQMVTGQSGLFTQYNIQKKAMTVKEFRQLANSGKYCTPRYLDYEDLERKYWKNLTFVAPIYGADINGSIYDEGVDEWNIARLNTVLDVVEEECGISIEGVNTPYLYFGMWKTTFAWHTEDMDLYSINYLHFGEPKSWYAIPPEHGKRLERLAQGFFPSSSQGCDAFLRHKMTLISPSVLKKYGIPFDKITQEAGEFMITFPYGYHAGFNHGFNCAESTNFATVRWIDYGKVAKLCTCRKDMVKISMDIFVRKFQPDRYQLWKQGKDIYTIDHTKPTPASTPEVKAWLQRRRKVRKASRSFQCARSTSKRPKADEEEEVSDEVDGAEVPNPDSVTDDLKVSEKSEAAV
core dimer inh: blocks dimerization of HCV core protein; 300,000 compounds, 0.33% hits; inhibition, % at 5 µM; TR-FRET GST/Flag-core106 dimerization, 1536-well;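 active = inhibition above the mean of all tested compounds plus 3 SD, set per screening campaign, cut at about 45% in these data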
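Assay system: Tagged HCV core106 pair (GST and Flag) | Buffer or medium: KF-containing HEPES buffer, pH 7.45, DTT, CHAPS, BSA | Also added: Eu donor and XL665 acceptor anti-tag antibodies | Dosing: One concentration, 5 µM, in 0.5% DMSO | Timing: 4 h at 22.5 °C | Technique: TR-FRET 671 and 617 nm emission | Repeats: Singlicate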
Starred values were filed as active, the others as inactive; nt = not tested or not shown; & = joins results of further samples.

Compound	Yeast superoxide	ZTA DNA inh	Fh CTSL1 inh	PP5 inh	TPT1 inhibitor	EBNA-1 inh	PP1 counter	GASC-1 inh	core dimer inh
COc1cccc(C(=O)NC2CC3CCCC(C2)N3CC(=O)Nc2ccccc2C(F)(F)F)c1 (configuration not stated)	104	-5	3	4.2	-5	5	3	-20	-13
COc1ccccc1OCC(=O)Nc1c2c(nn1-c1ccc(C)cc1)CS(=O)(=O)C2	98	11	2	-0.8	-2	-1	-3	-2	0
CN(C)c1ccc(C2NC(=O)c3ccccc3N2)cc1 (configuration not stated)	91	-1	-3	3.3	-1	-13	-15	0	-18
CCN(CC)c1ccc(/C=N/N=C(N)N)c(O)c1	99	0	0	-0.8	49*	-5	2	16	-16
CC(C)C(O)(C#CCN1CCCCC1)C(C)C	81	8	-1	1.2	-2	-3	-3	2	-2
CN1CCN(c2ccc([N+](=O)[O-])cc2C(=O)c2ccc(Br)cc2)CC1	105	-5	0	2.8	2	-3	-5	20	3
Cc1ccc(-n2cnn(-c3ccc([N+](=O)[O-])cc3[N+](=O)[O-])c2=O)cc1	87	-2	2	3.1	-3	3	3	-10	4
O=S(=O)(c1ccc(F)cc1)n1ccc2cccnc21	94	-9	-3	-0.6	-1	-2	-1	2	2

Two of the compounds above, with two lines to a compound:
Below each compound – Yeast superoxide | ZTA DNA inh | Fh CTSL1 inh | PP5 inh | TPT1 inhibitor | EBNA-1 inh | PP1 counter | GASC-1 inh | core dimer inh
CN1CCN(c2ccc([N+](=O)[O-])cc2C(=O)c2ccc(Br)cc2)CC1
→ 105 | -5 | 0 | 2.8 | 2 | -3 | -5 | 20 | 3
CC(C)C(O)(C#CCN1CCCCC1)C(C)C
→ 81 | 8 | -1 | 1.2 | -2 | -3 | -3 | 2 | -2

Further entries:
Compound	Yeast superoxide	ZTA DNA inh	Fh CTSL1 inh	PP5 inh	TPT1 inhibitor	EBNA-1 inh	PP1 counter	GASC-1 inh	core dimer inh
Cc1c(CCOC(=O)c2ccc([N+](=O)[O-])cc2)sc[n+]1CC(=O)c1ccccc1	102	4	1	-0.7	-8	6	1	1	-205
CCC(C(=O)OC)n1cnc2scc(-c3ccc(C)c(C)c3)c2c1=O (configuration not stated)	103	6	-1	2.8	1	-1	4	3	-4
O=C(NCC(=O)N1CC(O)CC1C(=O)N1CCCC1C(=O)OCc1ccccc1)OCc1ccccc1 (configuration not stated)	103	8	-3	0.1	0	0	-3	29	3
Cc1ccc2c(c1)N(CC(=O)NCCCc1ccccc1)C(=O)c1cccnc1O2	138	-2	0	3.6	1	1	-6	-26	2
CCCCNC(=O)Nc1ccnn1C1CCCCC1	111	-21	0	1.0	-1	-5	1	1	-1
Cc1oc(-c2cccc(Cl)c2)nc1CN1CCCC(C(=O)NC(C)c2ccc3c(c2)OCCO3)C1 (configuration not stated)	100	-13	1	4.8	4	-4	7	-2	3
CC(=O)OCc1nc2sc3c(c2c(=O)[nH]1)CCCC3	110	-1	5	0.2	0	0	3	1	3
COc1ccc(/C=C/C(=O)OCC(=O)Nc2ccc(C)cc2)cc1S(=O)(=O)N1CCOCC1	112	3	-4	2.4	1	5	-2	2	3
Cc1ccc(/C=C2\S/C(=N/S(=O)(=O)c3cccs3)NC2=O)cc1	100	13	5	-2.9	-2	3	5	-1	-24
Cc1ccc(-n2c(C)nn(CC#N)c2=O)cc1	93	-6	1	-0.8	-6	1	-2	9	-1
Cc1ccc(S(=O)(=O)Nc2ccncc2)c(C)c1	106	8	0	-2.3	0	0	-2	6	6
COc1ccc2cc(C(=O)C3CCCN(C(=O)c4sc(C)nc4C)C3)ccc2c1 (configuration not stated)	82	9	13	0.2	-1	-7	-3	-22	3
Cc1ccc(SCC(=O)NCCCN2CCOCC2)cc1	107	5	2	-1.3	0	-6	-2	-5	-5
CCN(CC)C(=O)c1cc2c(=O)n3cccc(C)c3nc2n1C	102	14	3	-0.8	-3	5	-5	11	-1
COCCn1c(SCC(=O)Nc2ccc(OC)cc2)nnc1-c1ccoc1C	95	2	1	1.5	-2	-13	2	2	9
Cc1ccc(NC(=O)CCn2c(=O)[nH]c3ccsc3c2=O)cc1C	93	-2	-3	3.4	-3	2	1	-7	1
Cc1cc(C)n(-c2nc(NC(C)(C)C)nc(NC(C)(C)C)n2)n1	96	11	1	0.3	-2	3	2	1	0
CCc1ccccc1NC(=O)c1ccccc1Sc1ccc([N+](=O)[O-])cc1Cl	102	0	-3	3.9	-5	-8	5	2	2
CC(=O)Nc1sc(C)c(C)c1C(=O)OCC(=O)N(Cc1ccccc1)C(C)C	110	12	nt	-2.5	nt	nt	-5	3	nt
COc1ccc(/C(N)=N/OC(=O)CC2CCCCC2)cc1	104	4	5	1.9	-5	3	0	-2	-6
Cc1nn(-c2ccccc2)c2c1P(=O)(O)/C(=C1\N(C)c3ccccc3C1(C)C)C=N2	79	-15	0	3.6	2	-11	2	6	5
Cc1c(C(=O)NCC2CCCO2)oc2ccc(S(=O)(=O)N3CCCC3)cc12 (configuration not stated)	96	-13	-5	1.1	0	-1	-4	2	-3
Nc1cc(=O)[nH]c(=O)n1CCc1ccccc1	96	2	5	-0.1	4	-3	-5	-13	-4
Cn1nc(C(C)(C)C)cc1NC(=O)Nc1ccc(F)cc1F	84	-7	-1	0.8	-1	6	0	1	-2
ClCC1=Nc2cccc3cccc(c23)N1	88	3	2	-0.2	-1	3	-1	9	-31
Cc1ccc(OCc2cc(C(=O)NC(C)Cc3cnccn3)no2)cc1C (configuration not stated)	96	-15	3	0.1	-2	11	0	9	-13
CCc1nnc(NC(=O)c2cccnc2SC)s1	88	-15	5	1.2	-4	9	-4	0	-6
COc1ccc(F)cc1C(=O)C1CCCN(C(=O)c2cccc(N(C)C)c2)C1 (configuration not stated)	94	7	0	-1.9	-2	-1	2	0	6
COc1ccc(C(=O)N2N=C(c3ccc(NS(C)(=O)=O)cc3)CC2c2cccs2)cc1 (configuration not stated)	109	-12	-2	5.2	-1	3	1	-1	1
Cc1cc(C)c(S(=O)(=O)N2CCN(S(=O)(=O)N3CCC(C)CC3)CC2)c(C)c1	117	13	2	1.6	2	1	3	-5	14
Cn1nnnc1SCC(=O)Nc1ccc(Oc2ccccc2)cc1	71	-29	-4	0.5	3	9	0	10	-2
CC(=O)NCC(=O)N(c1c(C)n(C)n(-c2ccccc2)c1=O)C1(C(=O)NC2CCCC2)CCCCC1	101	-1	-4	-0.7	-2	7	-1	-25	-2
CN(C(=O)COC(=O)C1CCN(S(=O)(=O)c2cccs2)CC1)C1CCS(=O)(=O)C1 (configuration not stated)	96	-10	-2	-2.0	-2	6	-2	-6&-7	-14
Cn1cccc1CC(=O)NNC(=S)Nc1ccc(Cl)cc1Cl	104	-1	2	-1.5	-2	10	-2	-1	-4
COc1ccc(CC(=O)NCC(=O)NC(Cc2ccccc2)C(=O)O)cc1 (configuration not stated)	90	3	1	0.8	-1	2	2	-10	-5
CCOc1ccc(C2CC(c3cccc(C)c3)n3nc(N)nc3N2)cc1 (configuration not stated)	92	15	1	-0.7	1	4	-1	8	1
CC(=O)C1=C(O)C(=O)N(CCc2c[nH]c3ccccc23)C1c1ccccc1 (configuration not stated)	91	0	6	0.8	-1	-5	13	28	2
O=C(O)CCC(=O)Nc1cccc2cccnc12	107	-7	1	-1.5	0	-1	0	19	-2
O=C(NC1CCCCCC1)C(=S)N1CCCC1	94	17	1	-2.6	2	14	-1	4	1
CCN(c1ccccc1)S(=O)(=O)c1ccc(C(=O)N(C)CCc2ccc(OC)c(OC)c2)cc1	110	-1	4	0.8	-1	-4	-6	-10	-9

Ordered by SMILES length (ascending): twelve of the compounds above.
Compound	Yeast superoxide	ZTA DNA inh	Fh CTSL1 inh	PP5 inh	TPT1 inhibitor	EBNA-1 inh	PP1 counter	GASC-1 inh	core dimer inh
CC(C)C(O)(C#CCN1CCCCC1)C(C)C	81	8	-1	1.2	-2	-3	-3	2	-2
Cc1ccc(S(=O)(=O)Nc2ccncc2)c(C)c1	106	8	0	-2.3	0	0	-2	6	6
Cn1nc(C(C)(C)C)cc1NC(=O)Nc1ccc(F)cc1F	84	-7	-1	0.8	-1	6	0	1	-2
Cc1ccc(OCc2cc(C(=O)NC(C)Cc3cnccn3)no2)cc1C (configuration not stated)	96	-15	3	0.1	-2	11	0	9	-13
CCC(C(=O)OC)n1cnc2scc(-c3ccc(C)c(C)c3)c2c1=O (configuration not stated)	103	6	-1	2.8	1	-1	4	3	-4
Cc1ccc(/C=C2\S/C(=N/S(=O)(=O)c3cccs3)NC2=O)cc1	100	13	5	-2.9	-2	3	5	-1	-24
Cc1c(C(=O)NCC2CCCO2)oc2ccc(S(=O)(=O)N3CCCC3)cc12 (configuration not stated)	96	-13	-5	1.1	0	-1	-4	2	-3
CC(=O)C1=C(O)C(=O)N(CCc2c[nH]c3ccccc23)C1c1ccccc1 (configuration not stated)	91	0	6	0.8	-1	-5	13	28	2
COc1ccc(C(=O)N2N=C(c3ccc(NS(C)(=O)=O)cc3)CC2c2cccs2)cc1 (configuration not stated)	109	-12	-2	5.2	-1	3	1	-1	1
CN(C(=O)COC(=O)C1CCN(S(=O)(=O)c2cccs2)CC1)C1CCS(=O)(=O)C1 (configuration not stated)	96	-10	-2	-2.0	-2	6	-2	-6&-7	-14
CCN(c1ccccc1)S(=O)(=O)c1ccc(C(=O)N(C)CCc2ccc(OC)c(OC)c2)cc1	110	-1	4	0.8	-1	-4	-6	-10	-9
Cc1oc(-c2cccc(Cl)c2)nc1CN1CCCC(C(=O)NC(C)c2ccc3c(c2)OCCO3)C1 (configuration not stated)	100	-13	1	4.8	4	-4	7	-2	3

The list goes on.
Compound	Yeast superoxide	ZTA DNA inh	Fh CTSL1 inh	PP5 inh	TPT1 inhibitor	EBNA-1 inh	PP1 counter	GASC-1 inh	core dimer inh
CN(c1ccccc1)S(=O)(=O)c1cccc(C(=O)N2CCN(c3ccccn3)CC2)c1	91	4	1	2.5	-3	-8	-1	23&-22	9
O=C(Nc1ccc2c(c1)OCO2)c1c(F)c(F)c(F)c(F)c1F	106	-31	-4	1.7	-3	3	5	-2	-4
Cc1ccc2c(c1)C(=O)CCCCC(=O)N2	97	-11	0	-0.3	-4	-13	-8	-11	-1
O=C1CCC/C(=N\NC(=O)c2ccc(NS(=O)(=O)c3ccc(Br)cc3)cc2)C1	89	1	4	-0.7	2	17	0	2	-4
Cc1nn(Cc2ccc(Cl)cc2)c(Cl)c1/C=N/NC(=O)CNc1ccccc1F	96	7	-1	-1.6	-1	14	0	0	7
CCCn1nc(C(=O)NC2CCCc3ccccc32)c2ccccc2c1=O (configuration not stated)	91	-5	0	1.8	-3	5	2	-16	2
C=CCNC(=S)NCc1ccc(CNC(=S)NCC=C)cc1	104	9	2	-3.4	3	-4	-3	3	2
Nc1c(C(=O)NCCN2CCOCC2)c2nc3ccccc3nc2n1-c1ccccc1	89	2	0	3.6	4	3	1	24	5

Rows are unselected. Share with any hit: about 3.1%.
